# DDE Tn7 FP inh: DD(E)-Tn7 binding inhibition, primary FP screen; P02675; FP displacement of FITC-Tn7 peptide from fibrin DD(E); 0% = median of compound wells per plate; inhibition, % at 8.3 µM; hit rate 0.13% among 370,000; AID 720508;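 active means inhibition above the mean of compounds falling within the control limits plus 3 SD of them, cut at about 14% in these data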;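 further: 0% = plate median of compound wells and 100% = 10 µM Aha-Tn7 peptide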
#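 Assay system: human fibrin DD(E) protein / Input: 2 µM fibrin DD(E) / Benchmarks: high control of 10 µM Aha-Tn7 peptide / Measured by: fluorescence polarization of the labelled Tn7 tracer / Medium: Tris buffer with calcium and detergent, pH 7.8 / Timing: 10 min compound pre-incubation, 3 h probe incubation at room temperature / Repeats: one replicate per compound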
# KLK7 zymogen act: proKLK7 (human) activation, primary screen. purified proKLK7, EDANS-DABCYL substrate fluorescence; 100% is mature enzyme control, 0% vehicle. hit rate 0.9% among 370,000. P49862. activation, % at 7 µM;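 active means activation above the mean of all tested compounds plus 3 SD, computed per campaign excluding outliers beyond control limits, cut at about 13% in these data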
# Target sequence (P49862 whole entry, looked up): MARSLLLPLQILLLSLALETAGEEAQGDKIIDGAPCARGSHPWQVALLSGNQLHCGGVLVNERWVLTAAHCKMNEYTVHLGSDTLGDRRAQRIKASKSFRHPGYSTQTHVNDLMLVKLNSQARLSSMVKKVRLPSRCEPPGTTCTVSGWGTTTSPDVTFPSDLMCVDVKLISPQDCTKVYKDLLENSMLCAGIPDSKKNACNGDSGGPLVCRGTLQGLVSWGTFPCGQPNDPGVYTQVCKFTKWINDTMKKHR
# DDE Tn6 FP inh: inhibitors of Tn6 peptide binding to human fibrin DD(E); Fibrin DD(E) TRITC-Tn6 fluorescence polarization displacement; inhibition, % at 8.3 µM; hit rate 0.21% among 370,000; AID 720509;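 active means inhibition above a per-campaign cutoff: mean of compounds within control limits plus 3 SD, cut at about 15% in these data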;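 further: 0% = median of all compound wells on the plate and 100% = blocking peptide control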
# ARFGAP1 inhibitor: inhibitors of rat ARFGAP1; hit rate 0.26% among 360,000; inhibition, % at 16.5 µM; Q62848; Arfgap1-stimulated ARF1 GTP hydrolysis, GDP FP detection; AID 651572;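 active means inhibition above a per-plate limit, mean inhibition of low control wells plus 3 SD, cut at about 25% in these data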;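 further: 0% = DMSO wells with enzyme and 100% = wells lacking Arfgap1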
# Target sequence (Q62848 1-136 limits assumed): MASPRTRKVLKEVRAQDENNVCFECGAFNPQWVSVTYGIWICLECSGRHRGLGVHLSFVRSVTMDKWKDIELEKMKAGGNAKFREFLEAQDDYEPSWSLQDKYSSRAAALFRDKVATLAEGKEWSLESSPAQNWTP
#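 System: truncated rat Arfgap1 GAP domain / Benchmarks: high control wells lacking Arfgap1, low control full reaction with DMSO / Times: compound-enzyme preincubation 20 min, reaction 120 min, detection 60 min, 25 °C / Repeats: one replicate per compound / Also added: human ARF1(Δ1-17)-GTP substrate / Measured by: Tracer-displacement fluorescence polarization with EDTA stop, 620/688 nm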
# ADAM10 inh: inhibitors of human ADAM10. recombinant ADAM10, EDANS/DABCYL FRET peptide cleavage, 3 h. O14672. inhibition, % at 7 µM. AID 720582. hit rate 0.62% among 370,000;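 active means inhibition above a per-campaign cutoff equal to the mean of compounds falling between control-based bounds plus 3 SD, cut at about 20% in these data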;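 further: 0% = DMSO wells while the 100% control is not disclosed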
# ASAP1 GAP inh: ASAP1 ArfGAP inhibition; hit rate 0.19% among 360,000; AID 624377; Q9ULH1; inhibition, % at 16.5 µM; ASAP1-stimulated ARF1 GTP hydrolysis, GDP FP detection; in the data active means inhibition above about 25%;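 further: 0% = vehicle with enzyme and substrate and 100% = no enzyme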
# LEDGF integ inh: blocks HIV-1 LEDGF/p75-dependent DNA integration; TR-FRET IN-LEDGF/p75 DNA integration, Eu/Cy5; hit rate 0.64% among 370,000; inhibition, % at 3.7 µM;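 active means inhibition above the screen-wide mean plus 3 SD, cut at about 13% in these data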;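 further: signal is the Cy5 over europium emission ratio at 671 and 618 nm; 0% = plate median of compound wells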
# TDP2 absorb: TDP2 (human) inhibition, absorbance primary screen; O95551; recombinant TDP2, T5PNP hydrolysis, p-nitrophenol absorbance 415 nm; inhibition, % at 12.8 µM; hit rate 0.34% among 370,000; AID 720702;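 active means inhibition above the mean of all tested compounds plus 3 SD, set per campaign, cut at about 25% in these data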;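 further: 0% = DMSO with enzyme and 100% = buffer with substrate but no TDP2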
#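 Test system: Human TDP2 enzyme | Reagent: 5 mM T5PNP | Compound dosing: 12.8 µM single point, 1% DMSO | Incubation: Enzyme reaction with compound for 2 h at 37 °C | Technique: p-Nitrophenol epi absorbance | Read-out: % inhibition relative to enzyme-containing and enzyme-free wells | Benchmarks: High control without enzyme, low control DMSO plus TDP2 | Replicates: Singlicate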
# PLC-gamma1 inh: blocks human PLC-gamma1 enzyme activity. P19174. purified PLC-gamma1, fluorogenic substrate, fluorescence. inhibition, % at 12.2 µM. hit rate 0.84% among 370,000. AID 720700; in the data active means inhibition above about 9.5%
# ADAM17 inh: inhibitors of human ADAM17 | P78536 | recombinant ADAM17, EDANS/DABCYL FRET peptide cleavage | inhibition, % at 6.95 µM | hit rate 0.83% among 370,000 | AID 720648;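 active means inhibition above the mean of compounds lying between control limits plus 3 SD, set per campaign, cut at about 8.5% in these data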;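 further: 0% = DMSO-only wells as the low control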
# Target sequence (P78536 215-824 limits assumed): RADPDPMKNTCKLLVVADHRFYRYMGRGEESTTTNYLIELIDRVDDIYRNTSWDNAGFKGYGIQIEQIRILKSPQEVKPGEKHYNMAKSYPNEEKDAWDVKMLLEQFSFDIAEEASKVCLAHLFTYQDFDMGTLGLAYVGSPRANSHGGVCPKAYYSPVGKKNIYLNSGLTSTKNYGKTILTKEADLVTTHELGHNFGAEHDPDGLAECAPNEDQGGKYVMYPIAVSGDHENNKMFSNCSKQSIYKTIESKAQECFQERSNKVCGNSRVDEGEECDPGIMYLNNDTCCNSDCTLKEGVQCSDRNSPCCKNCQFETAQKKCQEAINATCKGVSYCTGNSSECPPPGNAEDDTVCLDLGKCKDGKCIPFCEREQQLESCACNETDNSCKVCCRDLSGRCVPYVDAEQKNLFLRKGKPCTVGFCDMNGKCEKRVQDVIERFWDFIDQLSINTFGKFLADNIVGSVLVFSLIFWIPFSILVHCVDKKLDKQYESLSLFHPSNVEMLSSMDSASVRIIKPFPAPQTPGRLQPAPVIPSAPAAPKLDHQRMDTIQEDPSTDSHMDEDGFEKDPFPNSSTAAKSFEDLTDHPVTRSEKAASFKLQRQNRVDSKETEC
# * marks the source's active call; other numbers are inactive results; i = inactive. An excerpt; rates above refer to the full screens.
SMILES,DDE Tn7 FP inh,KLK7 zymogen act,DDE Tn6 FP inh,ARFGAP1 inhibitor,ADAM10 inh,ASAP1 GAP inh,LEDGF integ inh,TDP2 absorb,PLC-gamma1 inh,ADAM17 inh
O=c1ccc2cc(OC3O[C@H](CO)[C@@H](O)[C@H](O)[C@H]3O)c(O)cc2o1 (stereo not given in full),-1,53*,-9,7,i,-3,3,-9,i,i
CCC(CO)(C(=O)OC1CC2CCC(C1)N2C)c1ccccc1 (stereo not given),0,0.3,-2,5,-1,-8,-3,13,1,1
CC1(CCO)C(=O)NC(=S)NC1=O,5,-0.5,-2,6,-2,-3,-1,-7,4,4
COc1ccc(CCNC(C)CCc2ccc(OC)cc2)cc1 (stereo not given),-6,0.5,-1,4,10,-1,3,-5,2,1
CCN(CC)P(=O)(Oc1cccc(C)c1)N(CC)CC,5,0.1,8,-10,6,-3,1,-7,7,5
CC(C)Nc1ccc(Nc2ccccc2)cc1,2,0.5,1,10,-12,7,-2,-9,-10,-2
O=C(c1ccc(Cl)cc1)C1CCCN(Cc2cccc3cnccc23)C1 (stereo not given),7,0.3,8,-12,2,-1,-1,-9,-2,-1
CCC(=O)c1cn(Cc2ccc(C#N)cc2)c2ccccc12,2,0.2,1,-10,-7,10,3,2,-2,-6
C#C[C@]1(O)CCC2C3CCC4=C/C(=N/OCC(=O)NC(C)C(=O)NC(CCSC)C(=O)O)CC[C@]4(C)C3CC[C@@]21C (stereo not given in full),-1,0.2,-1,2,-6,9,10,-8,-3,-5
CCCCNC(=S)N1CCn2cccc2C1c1cccnc1 (stereo not given),6,0.2,2,16,-6,3,-7,-3,-5,-8
CN1CN=C(N[N+](=O)[O-])N(Cc2ccco2)C1,0,-0.3,12,11,18,-11,0,-5,2,3
CC(C)CCn1c(N)c(C(=O)OCC2CCCO2)c2nc3ccccc3nc21 (stereo not given),3,-41,0,-4,i,-13,-1,4,-393,i
O=c1[nH]c(=S)n(-c2ccccc2Cl)c(O)c1C=NCCN1CCNCC1,3,-0.1,-14,7,4,5,5,-6,-2,-4
COC1CCCCC1NCCc1ccccc1 (stereo not given),-7,-0.2,-3,-12,-7,-16,-3,26*,2,-4
Cc1nc2ccccn2c1P(=S)(c1ccccc1)c1ccccc1,1,0.5,5,8,2,7,1,-4,-1,1
COCCCNP1(=O)OCC(C)([N+](=O)[O-])CO1 (stereo not given),4,-0.4,3,9,1,-10,1,-6,2,3
NCC(O)c1cc(O)c(O)cc1F (stereo not given),1,2.7,-2,-5,-15,-15,49*,14,-1,-7
N#Cc1ncc(N=Cc2ccc(N(CCCl)CCCl)cc2)s1,-3,0.8,-3,8,-20,-6,3,5,-2,0
N#CC1c2ccccc2-n2nncc2CN1S(=O)(=O)c1ccccc1 (stereo not given),-3,0.2,-3,9,4,18,1,-14,11*,4
O=C(N/N=C/c1c(O)n(CCc2ccc(F)cc2)c(=O)[nH]c1=O)c1ccncc1,-9,-0.9,-3,-12,-27,9,-2,-2,-53,-6

# Shown as tab-separated lines: entries from further up.
molecule	DDE Tn7 FP inh	KLK7 zymogen act	DDE Tn6 FP inh	ARFGAP1 inhibitor	ADAM10 inh	ASAP1 GAP inh	LEDGF integ inh	TDP2 absorb	PLC-gamma1 inh	ADAM17 inh
CCC(=O)c1cn(Cc2ccc(C#N)cc2)c2ccccc12	2	0.2	1	-10	-7	10	3	2	-2	-6
C#C[C@]1(O)CCC2C3CCC4=C/C(=N/OCC(=O)NC(C)C(=O)NC(CCSC)C(=O)O)CC[C@]4(C)C3CC[C@@]21C (stereo not given in full)	-1	0.2	-1	2	-6	9	10	-8	-3	-5
CCCCNC(=S)N1CCn2cccc2C1c1cccnc1 (stereo not given)	6	0.2	2	16	-6	3	-7	-3	-5	-8

# (list continues)
SMILES,DDE Tn7 FP inh,KLK7 zymogen act,DDE Tn6 FP inh,ARFGAP1 inhibitor,ADAM10 inh,ASAP1 GAP inh,LEDGF integ inh,TDP2 absorb,PLC-gamma1 inh,ADAM17 inh
CCOc1ccc(CC2(CCc3ccncc3)C(=O)NC(=O)NC2=O)cc1,4,-0.4,3,7,5,7,1,3,1,1
O=C(CSC1c2ccccc2-c2ccccc21)N/N=C/c1ccccc1C(=O)O,-2,1.3,-8,-10,3,5,2,5,2,-2
CNC(=O)N(C)c1nnc(C(C)(C)C)s1,2,0.4,-4,-5,7,3,1,-6,7,-1
Nc1c(C(=O)NCc2ccco2)c2nc3ccccc3nc2n1CCN1CCCCC1,5,63*,3,13,i,7,-1,2,i,-458
FC(F)(F)c1ccccc1CNCCc1c[nH]c2ccccc12,-2,-0.7,-1,7,-1,6,2,2,2,4
C[C@]12C[C@@H](O)[C@H](O)CC1=CCC1C2CC[C@@]2(C)C1CC[C@@H]2O (stereo not given in full),0,0.2,-3,20,-24,10,-1,-16,6,-8
CCC(=Nc1ccc(OC)cc1OC)c1c(O)n(C2CCCCC2)c(=O)[nH]c1=O,1,1.1,-8,1,1,13,-1,0,-9,0
CC(C)(C)n1cccc1/C=C1\C(=O)NC(=O)N(c2ccccc2)C1=O,11,-0.6,0,-7,0,5,0,10,0,-2
CCn1c(O)c(C=NCc2ccccc2)c(=O)[nH]c1=S,6,-0.2,3,6,7,-9,-4,-1,0,-3
CC(C)NC(=O)Cn1cc(C(=O)c2ccccc2)c2ccccc21,-5,-0.1,-1,0,8,-4,-4,-19,-2,-6
O=c1[nH]c(=S)n(C2CC2)c(O)c1C=NCc1ccc(F)cc1,-3,-0.1,6,9,-7,4,-8,-18,0,-1
Nc1ccc2c(c1)oc1ccccc12,-1,-0.9,-2,8,-74,-1,-4,12,-5,-26
COc1cc([C@@H]2c3cc4c(cc3[C@@H](OC)[C@H]3COC(=O)[C@H]23)OCO4)cc(OC)c1O,1,0.3,-1,-12,3,-3,1,11,-1,-3
COc1ccc2[nH]cc(CCN)c2c1,-4,0.2,2,0,-13,2,-4,4,-8,-1
Cc1cc(OCC(=O)NCC(O)c2ccccc2)c2c3c(c(=O)oc2c1)CCCC3 (stereo not given),-5,-1.3,-2,0,-28,4,-2,12,-3,-10
CC(=O)O[C@H]1C(=O)[C@@]2(C)C([C@H](OC(=O)c3ccccc3)[C@]3(O)C[C@H](O)C(C)=C1C3(C)C)[C@]1(OC(C)=O)CO[C@@H]1C[C@H]2O (stereo not given in full),6,0.0,3,-6,-12,-9,-3,4,4,-2
COCCCn1c(N)c(C(=O)NCc2ccco2)c2nc3ccccc3nc21,-5,34*,3,9,i,20,33*,92*,-352,-392
Cc1cc(N2C(=O)C3CCCN3C2c2sccc2C)no1 (stereo not given),2,0.8,6,-2,-5,6,-1,-3,-3,-4
CCN(CC)c1ccccc1,1,0.2,3,0,-2,-4,0,-6,2,1
CN1CCN(c2c(F)cc([N+](=O)[O-])c(N)c2Br)CC1,-9,-0.4,4,6,3,-2,-1,-4,0,0
CCOc1ccc(-n2c(CC)nc3ccccc3c2=O)cc1,1,0.7,-4,-3,-10,-4,39*,2,2,-4
CCCCn1c(O)c(C(CC)=NCCCn2ccnc2)c(=O)[nH]c1=O,2,-0.8,7,-1,2,1,-3,3,-1,-3
CNC(=S)N1CCN(CCN=Cc2c(O)n(-c3ccc(C)cc3)c(=S)[nH]c2=O)CC1,4,-0.3,1,-4,-1,-8,-2,1,1,-5
CCCNC(=O)N1CCC2(CC1)OCCO2,-5,-0.1,-8,-9,-8,3,2,-1,-1,-4
CCCCn1c(N)c(C(=O)OCCOC)c2nc3ccccc3nc21,-4,-0.4,-2,-3,i,15,4,7,-179,-289
Cc1c2cnn(CC(=O)N3CCC4(CC3)OCCO4)c(=O)c2c(C)n1Cc1ccc(F)cc1,4,0.4,3,-6,-2,-8,-3,-1,-7,-8
O=c1[nH]c(O)c(N=Nc2cc([N+](=O)[O-])ccc2O)c(=O)[nH]1,3,-0.3,6,-2,3,17,-6,-4,1,0
O=C(/C=C/c1ccc(F)cc1)NC(=S)N1C[C@H]2C[C@H](C1)c1cccc(=O)n1C2,4,-0.3,3,-6,-12,-6,1,7,2,-4
CCC(C)(O)C(=O)OC1C(=O)OC2CC3C(C)=CC(O)C(O)C3(C)C3C4(O)OCC23C1C(C)C4O (stereo not given),6,-0.1,-4,9,-3,5,3,5,4,-1
COc1ccc2c3c1O[C@H]1C(=O)CC[C@H]4[C@@H](C2)N(C)CC[C@]314,-5,-0.1,-9,8,-15,9,-1,-2,1,2
C[N+]1(C)C2CC[C@H]1CC(OC(=O)C(CO)c1ccccc1)C2 (stereo not given in full),7,0.3,3,-14,-10,-4,-1,-5,1,-7
O=C(Nc1ccccc1)c1cc([N+](=O)[O-])ccc1N1CCNCC1,-5,0.6,-7,8,0,2,3,14,1,1
C[N+](C)(C)CC1CCCC(C[N+](C)(C)C)C1=O (stereo not given),0,-0.7,-9,3,-8,9,-4,4,-1,-6
COC(=O)C1=C(c2ccc(OC(F)(F)F)cc2)C[C@@H]2CC[C@H]1N2C(=O)N1CCCC1,-2,-0.8,-4,4,-12,0,0,-8,12*,2
COc1ccc(N2C(=O)/C(=C/c3cccs3)C(=O)NC2=S)cc1,0,0.7,2,-4,0,-6,2,0,-4,-1
O=c1[nH]c(=O)n(-c2cccc3ccccc23)c(O)c1/C=N/N1CCCCC1c1cccnc1 (stereo not given),-9,-1.3,5,-8,-5,11,-4,-15,-4,-2
COC(=O)C1=C(c2ccccc2OCc2ccccc2)C[C@@H]2CC[C@H]1N2C(=O)NCCN1CCOCC1,3,0.2,5,-1,5,6,-3,-5,0,0
Cc1ccccc1N,4,0.2,-10,-13,-8,-12,-2,3,-2,-2
CCC(=NC1CC1)c1c(O)n(-c2ccc(OC)cc2)c(=O)[nH]c1=O,2,-0.4,-3,8,-5,4,-2,-4,-2,-3
O=C1NC(=O)C(=Cc2ccc(-c3ccc(S(=O)(=O)N4CCOCC4)cc3)o2)C(=O)N1,-2,-0.5,-8,1,-19,-11,3,16,-1,-7
COC(=O)C1=C(c2c(C)noc2C)C[C@@H]2CC[C@H]1N2C(=O)NCC1CC1,-5,-0.3,5,-5,4,-10,4,0,7,2
Cc1ccc(N(C)C(=O)Oc2cccc3cccnc23)cc1,5,-0.1,-6,-13,12,8,2,3,6,4
Clc1cccc(Cl)c1CN1CCN(c2ccccc2)CC1,2,0.2,-6,-2,7,6,2,1,0,-2
CNC(=O)Oc1ccccc1C1CCCCC1,4,-0.2,-1,-5,-1,17,1,9,1,-4
c1ccc2sc(C3CCCNC3)nc2c1 (stereo not given),4,0.6,3,0,5,8,-2,10,1,-6
N#Cc1ccccc1Cn1cc(C(=O)c2ccco2)c2ccccc21,6,0.3,1,2,7,-18,2,5,-18,1
